Pol beta inh: inhibitors of human DNA polymerase beta; 340,000 compounds, 1.3% hits; Pol beta primer extension/strand displacement, fluorescence kinetic; AID 485314; Potency, µM (top dose mostly 114 µM), without a hit: at the top dose activity change, negative = inhibition, actives largely listed as inhibitors; note: potency is the fitted concentration of half-maximal effect; % is set by controls: 0 for no effect and ±100 for the full control effect
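Values derive from four-parameter Hill fits of normalized kinetic data: reads at 0 and 10 min following addition of 50 nM substrate to 10 nM Pol beta preincubated 15 min with compound.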
ERG Ets-DNA blk: blocks human ERG Ets domain binding to DNA; P11308; fluorescence polarization, His-ERG Ets domain / labelled DNA; Potency, µM (titrated, usually from 76.9 µM), inactives show at the top dose FP activity, negative = inhibition, most hits filed as inhibitors; 370,000 compounds, 0.028% hits; active = well fitted inhibition curve with a large enough effect in the polarisation, with a control signal flat; inconclusive = small, poorly fitted or top-dose-only effect, or effect the other way, or a change in a side signal; inactive = no such curve, though single readings can be large or run the other way; the % refers to the polarisation;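 note: polarization taken with two DNA probes labelled with fluorescein and Texas red; potency is the fitted concentration of half-maximal effect; % of control where 0% means no effect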
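His-tagged ERG Ets domain (1 uM in the protein solution; 300mM KCl, 50mM Tris-HCl, 1mM EDTA, 1mM DTT, pH 7.5) received compound, then a probe mix of 5 nM fluorescein-DNA and 100nM Texas-615-DNA. Fluorescence polarization was read for both dyes.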
Anesthetic bind: candidate novel general anesthetic via apoferritin binding | P02791 | apoferritin/1-aminoanthracene competitive binding, fluorescence | Potency, µM (top dose mostly 77.5 µM), for inactives: top-dose activity change, negative = displacement, actives largely listed as inhibitors | 350,000 compounds, 0.074% hits; note: potency is the fitted concentration of half-maximal effect; % is set by controls: 0 for no effect and ±100 for the full control effect; nearly all actives have a fitted effect of over 20% in size
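Horse-spleen apoferritin (10 uM) was mixed with 50% saturated 1-aminoanthracene in PBS, exposed to compounds for 10 min at room temperature, and read for fluorescence (ex 380 nm, em 535 nm). Competitive displacement was fitted with a four-parameter Hill equation.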
TRHR ag: agonists of human TRH receptor; P34981; TRHR cells, calcium flux fluo-8, FDSS agonist mode; activation, % at 2 µM; 360,000 compounds, 0.18% hits; in the data active = activation above about 30%; note: 0% is about no effect
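Agonist-mode FDSS calcium read (Ex 480/Em 530, 1 s cycles) in 1536-well TRHR cells with fluo-8 dye, after 10-cycle baseline and 23 nL compound addition; TRH at EC20 (10 nM final) added afterwards for the enhancer phase.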
12-LOX inh: inhibitors of human 12S-lipoxygenase ALOX12; Potency, µM (highest dose often 108 µM), without a hit: at the highest dose activity change, negative = inhibition, hits mostly inhibitors; 580,000 compounds, 1.1% hits; P18054; purified 12hLO, xylenol orange hydroperoxide absorbance; note: potency is the fitted concentration of half-maximal effect; % is set by controls: 0 for no effect and ±100 for the full control effect
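Purified human 12hLO (150 nM final) in 25 mM Hepes, 0.01% Triton X-100, pH 7.0 was preincubated 15 min at room temperature with compound. Then 40 uM arachidonic acid was added, 30 min. Hydroperoxide was read by Fe-XO absorbance ratio 573/405 nm.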
POLI inh: inhibitors of human DNA polymerase iota | Q9UNA4 | Pol iota fluorescent replication assay, 10 min | Potency, µM (titrated, usually from 115 µM), inactives show at the top dose activity, negative = inhibition, usual class: inhibitors | 390,000 compounds, 1% hits; note: potency is the fitted concentration of half-maximal effect
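Pol iota at 10 nM preincubated 15 min with compounds at room temperature; reaction started with fluorescent substrate, 50 nM final. Fluorescence read kinetically at 0 and 10 min; buffer-only wells as negative control.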
BLM helicase inh: inhibitors of human Bloom syndrome helicase BLM; AID 2528; 350,000 compounds, 0.2% hits; recombinant BLM DNA unwinding, fluorescence dequenching; Potency, µM (series often up to 56.1 µM), without a hit: top-dose activity change, negative = inhibition, actives largely listed as inhibitors; P54132;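 note: potency is the fitted concentration of half-maximal effect; plate controls were vehicle for no effect and no enzyme for full effect; nearly all actives have a fitted effect of over 35% in size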
POLK inh: blocks human DNA polymerase kappa activity | purified Pol kappa, fluorescent DNA synthesis assay, 10 min | Potency, µM (series often up to 107 µM), without a hit: top-dose activity, negative = inhibition, most hits filed as inhibitors | 400,000 compounds, 0.53% hits | AID 588579; note: potency is the fitted concentration of half-maximal effect; % is set by controls: 0 for no effect and ±100 for the full control effect
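50 nM final substrate added after 15 min RT preincubation of 10 nM Pol kappa with compound; fluorescence read at 0 and 10 min.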
APE1 inh: inhibitors of human APE1 endonuclease; recombinant APE1, TAMRA/BHQ-2 abasic DNA cleavage fluorescence; Potency, µM (highest dose often 65.8 µM), for the others: at the highest dose activity change, negative = inhibition, most hits filed as inhibitors; 350,000 compounds, 0.35% hits; AID 2517;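 note: potency is the fitted concentration of half-maximal effect; plate controls were vehicle for no effect and reference inhibitor for full effect; nearly all actives have a fitted effect of over 55% in size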
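Substrate: short duplex with […] THF abasic site, 5'-TAMRA and 3'-BHQ-2, 50 nM final. APE1 at 0.75 nM, preincubated 15 min RT with compound. Fluorescence increase from first to third read measured activity.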
Numbers without * were called inactive; & = joins results of further samples; [ ] = another dose, or the depositor's remark. Unless noted, calls come from the whole dose curve; as a rule, active = well fitted curve in the direction sought with a large enough effect; inconclusive = small, poorly fitted or top-dose-only effect, or another doubt; inactive = no such curve, though single readings can be large; an effect the other way counts as inactive or inconclusive. An excerpt. The share of hits here may be higher or lower than overall.

For Cc1noc(C)c1/C=N/Nc1ccc2ccccc2n1 the results were Pol beta inh 20%, ERG Ets-DNA blk -4%, Anesthetic bind 1%, TRHR ag -0.3, 12-LOX inh 0%, POLI inh 53%[activator], BLM helicase inh -3%, POLK inh -2% and APE1 inh 17%.
CCC(C)NS(=O)(=O)c1ccc(OC)c(Cl)c1Cl (stereo not drawn) was read as Pol beta inh -2%, ERG Ets-DNA blk 1%, Anesthetic bind inconclusive, TRHR ag -0.9, 12-LOX inh -14%, POLI inh 12%, BLM helicase inh -2%, POLK inh 1% and APE1 inh 0%.
`CCOC(=O)N1CCN(C2CC(=O)N(c3ccc(Oc4ccccc4)cc3)C2=O)CC1` (stereo not drawn) gave Pol beta inh 11%, ERG Ets-DNA blk -5%, Anesthetic bind -7%, TRHR ag 0.6, 12-LOX inh -12%, POLI inh 6%[58.9 µM], BLM helicase inh -4%, POLK inh -6% and APE1 inh 16%.
Screening COc1ccc([C@]23Cc4cc(OC)c(OC)cc4C(O2)C2=C(CCCC2=O)O3)cc1 returned Pol beta inh -24%[22.9 µM], Anesthetic bind inconclusive, TRHR ag 0.4, BLM helicase inh -11%[12.4 µM] and APE1 inh -21%[12.4 µM].
Screening CCSc1nc(-c2ccccc2OC)nc2c1Cc1c(CO)cnc(C)c1O2 returned Pol beta inh -14%, ERG Ets-DNA blk 0%, Anesthetic bind -2%, TRHR ag -1.3, 12-LOX inh -2%, POLI inh 17%, BLM helicase inh -9% and POLK inh -7%.
Screening COc1ccc(NC(=O)Cn2cc(C(=O)C3CC3)c3ccccc32)cc1 returned Pol beta inh inconclusive, ERG Ets-DNA blk 7%&3%, Anesthetic bind -1%&71%, TRHR ag 0.3&0.1, 12-LOX inh 4%&-1%, POLI inh 46%&-2%[activator], BLM helicase inh -3%&-2%, POLK inh -8%&-6% and APE1 inh 23%.
Screening CS(=O)(=O)c1ccc(NS(=O)(=O)c2ccc(Cl)c(C(=O)NC3=NCCS3)c2)cc1 returned ERG Ets-DNA blk -7%, 12-LOX inh 6%, POLI inh -2%, POLK inh -13% and APE1 inh 19%.
Screening CC1CN(C(=O)CSc2nnc(-c3ccc(Cl)cc3)n2C)CC(C)O1 (stereo not drawn) returned Pol beta inh 5%, Anesthetic bind -2%, TRHR ag -0.3, 12-LOX inh 2%, POLI inh 6%, BLM helicase inh 1%, POLK inh -2% and APE1 inh 3%.
`Cc1c(C)n(Cc2ccc(Cl)cc2)c2ccc(C(=O)N3CCN(c4ccccc4F)CC3)cc12` gave Pol beta inh -26%, ERG Ets-DNA blk 0%, Anesthetic bind 9%, TRHR ag 0.6, 12-LOX inh -22%, POLI inh -15%, BLM helicase inh -7% and POLK inh -27%.
Screening Cc1coc2c1c(C)cc1oc(=O)c(CC(=O)NCCCN3CCCC3=O)c(C)c12 returned Pol beta inh -3%, ERG Ets-DNA blk 1%, Anesthetic bind 11%, TRHR ag -0.5, 12-LOX inh 4%, POLI inh 9%, BLM helicase inh -8%, POLK inh 13% and APE1 inh -14%.
Screening c1ccc(-c2nn3c(C4CCCCC4)nnc3s2)nc1 returned Pol beta inh 23%, ERG Ets-DNA blk 0%, Anesthetic bind -12%, TRHR ag 0.3, 12-LOX inh 20%, POLI inh 4%, BLM helicase inh 1%, POLK inh 0% and APE1 inh 4%.
For S=C(NCCN1CCOCC1)NC1CCCC1 the results were Pol beta inh 15%, ERG Ets-DNA blk 1%, Anesthetic bind -4%, TRHR ag 0.6, 12-LOX inh -8%, POLI inh 44%[activator], BLM helicase inh 0%, POLK inh -12% and APE1 inh -8%.
Screening CC12CCC(C3NC(=S)NN=C31)C2(C)C (stereo not drawn) returned ERG Ets-DNA blk 10%, 12-LOX inh 1%, POLI inh 42%[activator] and POLK inh 4%.
Screening CNC(=O)Nc1ccccc1C(=O)NCc1ccccc1 returned Pol beta inh 1%, ERG Ets-DNA blk -1%, Anesthetic bind -7%, TRHR ag -0.2, 12-LOX inh -7%, POLI inh 14%, BLM helicase inh -1%, POLK inh -5% and APE1 inh -3%.
`COc1ccccc1N1CCN(S(=O)(=O)c2c(C)nc3sc(C)c(C)n3c2=O)CC1` gave Pol beta inh 14%, ERG Ets-DNA blk 1%, Anesthetic bind -7%, TRHR ag -0.3, 12-LOX inh 0%, POLI inh 12%, BLM helicase inh 0% and POLK inh 7%.
`CN1CCN(CC(=O)Nc2nnc(-c3cccs3)s2)CC1` gave Pol beta inh 13%, ERG Ets-DNA blk 3%, Anesthetic bind -9%, TRHR ag 1.1, 12-LOX inh -13%, POLI inh 14%, BLM helicase inh 2%, POLK inh -23% and APE1 inh -4%.
`Cc1ccc(C(=O)C2CCN(CC(=O)Nc3nc(C)cs3)CC2)cc1` gave Pol beta inh 30%, Anesthetic bind -20%, TRHR ag -0.4, 12-LOX inh 6%[57.4 µM], POLI inh 14%, BLM helicase inh 2%, POLK inh -3% and APE1 inh inconclusive.
`O=C(Nc1ccc(Cl)cc1F)c1oc(=O)c2ccccc2c1-c1ccccc1` gave Pol beta inh inconclusive, ERG Ets-DNA blk -1%, Anesthetic bind -14%, TRHR ag 0.4, 12-LOX inh -24%, POLI inh 10%, BLM helicase inh -5% and POLK inh -5%.
`CN(C(=O)CSc1nc2ccc(NC(=O)c3ccccc3)cc2s1)c1ccccc1` gave Pol beta inh 1%, ERG Ets-DNA blk -2%, Anesthetic bind -7%, TRHR ag -1.2, 12-LOX inh -2%, POLI inh -19%, BLM helicase inh -11% and POLK inh -22%.
For CCC(=O)Nc1ccc(C=C(C(C)=O)C(C)=O)cc1 the results were Pol beta inh 3%, ERG Ets-DNA blk 8%, Anesthetic bind -3%, TRHR ag 0.1, 12-LOX inh inconclusive, POLI inh inconclusive, BLM helicase inh 4%, POLK inh -22% and APE1 inh 1%.
Screening CN(C)/C=C(\C=O)c1onc(-c2ccccc2Cl)c1C#N returned Pol beta inh 26%, ERG Ets-DNA blk 10%, Anesthetic bind -14%, TRHR ag 0.6, 12-LOX inh -29%, POLI inh 145%[activator], BLM helicase inh -6%, POLK inh 2% and APE1 inh -2%.
`CC(C)OC(=O)c1ccc(NC(=O)c2ccco2)cc1` gave Pol beta inh 1%, ERG Ets-DNA blk -12%, Anesthetic bind -11%, TRHR ag 0.6, 12-LOX inh 2%, POLI inh 4%, BLM helicase inh -2%, POLK inh -6% and APE1 inh -2%.
Screening CCOc1ccc(N2C(=O)CC(N3CCN(C4CCc5ccccc5C4)CC3)C2=O)cc1 (stereo not drawn) returned Pol beta inh -11%, ERG Ets-DNA blk -2%, Anesthetic bind -9%, TRHR ag 0.2, 12-LOX inh 0%, POLI inh 2%, BLM helicase inh 0%, POLK inh -3% and APE1 inh 0%.
For COc1cc2ccccc2cc1C(=O)Nc1sc2c(c1C(N)=O)CCN(C(C)C)C2 the results were Pol beta inh 2%, Anesthetic bind -23%, TRHR ag 5.7, 12-LOX inh inconclusive, BLM helicase inh 86%[activator] and APE1 inh 13%.
`COc1ccccc1NC(=O)N1CCN(c2ccc3nnc(-c4ccc(F)cc4)n3n2)CC1` gave Pol beta inh inconclusive, ERG Ets-DNA blk -16%&-4%, Anesthetic bind -17%&-19%, TRHR ag -0.5&0.1, 12-LOX inh -14%&-5%, POLI inh inconclusive, BLM helicase inh 46%&4%[activator], POLK inh -5%&-16% and APE1 inh -4%.
`OCC[C@@H]1C[C@H](O)[C@@H](O)[C@@]2(CCc3ccccc3CO2)O1` gave Pol beta inh -4%, ERG Ets-DNA blk 2%, Anesthetic bind -7%, TRHR ag 0.7, 12-LOX inh 0%, POLI inh inconclusive, BLM helicase inh 1%, POLK inh -15% and APE1 inh 8%.
Screening CCC(C)NC(=O)c1cc2c(=O)n3cccc(C)c3nc2s1 (stereo not drawn) returned Pol beta inh 1%, ERG Ets-DNA blk -6%, Anesthetic bind 124%[activator], TRHR ag 0.1, 12-LOX inh 0%, POLI inh 137%[activator], BLM helicase inh 1%, POLK inh -6% and APE1 inh -6%.
`CCc1cc(C(c2ccccn2)N2CCN(C)CC2)c(NC(=O)c2ccccc2)s1` (stereo not drawn) gave Pol beta inh -27%, ERG Ets-DNA blk -6%, Anesthetic bind -11%, TRHR ag -1.3, 12-LOX inh 15%, POLI inh -16%, BLM helicase inh 1%, POLK inh -2% and APE1 inh 3%.
Screening CN1C(N)=NC(=O)/C1=C\c1ccc(Br)cc1 returned Pol beta inh -23%, ERG Ets-DNA blk 1%, Anesthetic bind -4%, TRHR ag 0.0, 12-LOX inh 55%[activator], POLI inh -21%, BLM helicase inh 1%, POLK inh 4% and APE1 inh 29%.
Screening O=C(COC(=O)C1CCN(c2ccc(C(F)(F)F)cn2)CC1)Nc1ccc(Cl)cn1 returned Pol beta inh -2%, ERG Ets-DNA blk 19%, Anesthetic bind inconclusive, TRHR ag 2.5, 12-LOX inh inconclusive, POLI inh 109%[activator], BLM helicase inh -5%, POLK inh 1% and APE1 inh -20%.
For CCn1c(=O)sc2cc(NS(=O)(=O)c3ccc(F)c(C)c3)ccc21 the results were Pol beta inh 3%, ERG Ets-DNA blk 1%, Anesthetic bind -10%, TRHR ag -0.6, 12-LOX inh -10%, POLI inh 30%[activator], BLM helicase inh -3% and POLK inh -18%.
For Clc1ccccc1Cn1nnc2c(NCC3CC3)ncnc21 the results were Pol beta inh 3%, Anesthetic bind inconclusive, TRHR ag -0.3, 12-LOX inh 7%, POLI inh 4%, BLM helicase inh -14%, POLK inh -13% and APE1 inh 2%.

From PubChem BioAssay
